Screening data from PubChem BioAssay.
ROC1-CUL1 inh = blocks human RBX1-Cullin-1 di-ubiquitin formation. P62877+Q13616. in vitro K48 di-Ub FRET, acceptor:donor ratio, 45 min. inhibition, % at 10 µM. actives 0.6% (n = 140,000). AID 1347404; in the data active = inhibition above about 25%
Target sequence (P62877 whole entry, looked up): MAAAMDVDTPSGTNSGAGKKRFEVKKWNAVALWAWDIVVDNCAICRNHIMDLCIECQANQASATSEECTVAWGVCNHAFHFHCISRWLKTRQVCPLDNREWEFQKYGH
Target sequence (Q13616 whole entry, looked up): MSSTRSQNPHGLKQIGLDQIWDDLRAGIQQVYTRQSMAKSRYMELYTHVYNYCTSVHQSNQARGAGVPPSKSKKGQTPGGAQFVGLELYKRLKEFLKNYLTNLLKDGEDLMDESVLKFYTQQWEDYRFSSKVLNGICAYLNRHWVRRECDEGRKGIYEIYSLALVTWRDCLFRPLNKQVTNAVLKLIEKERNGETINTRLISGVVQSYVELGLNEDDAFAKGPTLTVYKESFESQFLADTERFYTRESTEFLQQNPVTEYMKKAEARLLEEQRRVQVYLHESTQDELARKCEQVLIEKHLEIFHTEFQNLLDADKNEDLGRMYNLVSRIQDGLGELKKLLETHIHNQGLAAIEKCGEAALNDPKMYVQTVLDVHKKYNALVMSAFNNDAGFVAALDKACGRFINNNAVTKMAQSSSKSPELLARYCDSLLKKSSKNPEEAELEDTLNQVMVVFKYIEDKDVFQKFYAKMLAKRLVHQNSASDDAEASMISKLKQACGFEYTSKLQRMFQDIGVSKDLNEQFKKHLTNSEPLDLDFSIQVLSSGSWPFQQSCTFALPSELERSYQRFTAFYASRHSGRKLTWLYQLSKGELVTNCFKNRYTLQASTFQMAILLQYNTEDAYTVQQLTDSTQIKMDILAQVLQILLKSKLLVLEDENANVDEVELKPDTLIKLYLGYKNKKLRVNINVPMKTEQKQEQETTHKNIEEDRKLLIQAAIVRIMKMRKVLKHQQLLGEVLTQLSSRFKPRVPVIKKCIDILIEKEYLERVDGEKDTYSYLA
Starred values were filed as active, the others as inactive. These rows are one share of the data; rates above refer to the full screens.

molecule | ROC1-CUL1 inh
Cc1nn(-c2ccccc2)c(Cl)c1[N+](=O)[O-] | -9
Nc1nonc1-c1nc2ccccc2n1CC(=O)Nc1ccc(F)c(F)c1 | -5
CCCC(=O)c1ccc(Cl)s1 | 1
O=C(NCc1coc(-c2ccccc2)n1)C1CCC(=O)N(CCN2CCOCC2)C1 (configuration not stated) | -1
COc1ccc(N2C(=O)/C(=C/c3cc(C)n(-c4cc(C)ccn4)c3C)C(=O)NC2=S)cc1 | 3
CCCCSc1nc2c(c(=O)n1-c1ccc(OC)cc1)C1(CCCCC1)Cc1ccccc1-2 | 3
CCOC(=O)c1c(-c2ccc(OC)cc2)csc1-n1c(C)ccc1C | -5
COc1ccc(Nc2oc(/C=C/c3ccccc3OC)nc2C#N)cc1 | 5
Cc1cccc(C(=O)NC2(C(F)(F)F)NC(=O)N(c3ccc(Cl)cc3)C2=O)c1 (configuration not stated) | -7
COC(=O)c1ccc(COC(=O)C23CC4CC(CC(C4)C2)C3)cc1 | 9
COc1ccc2c(C)c(CCC(=O)NCCc3ccccc3)c(=O)oc2c1 | -9
O=C(CC1(c2cccc(C(F)(F)F)c2)CC(=O)N(C2CC2)C1=O)N1CCCCC1c1cccnc1 (configuration not stated) | 7
C/C(=N\Nc1nc(-c2ccc(Br)cc2)cs1)c1ccccc1O | -13
COc1ccc(C(=O)C(C)n2c(Cl)nc3c2c(=O)n(C)c(=O)n3C)cc1 (configuration not stated) | 8
Cc1oc(-c2cc(F)ccc2F)nc1CN1CCN(C)C(=O)[C@@H]1C | 20
Cc1ccc(CNC(=O)CCC2CCCN(C(=O)c3snnc3C)C2)o1 (configuration not stated) | 2
Cc1csc2nc(COc3ccccc3NC(=O)c3ccc(C(C)(C)C)cc3)cc(=O)n12 | -3
O=C(NCc1ccc(Cl)cc1)C1CCCN(c2nc3ccccc3n3cccc23)C1 (configuration not stated) | 2
C#CCN(CC=C)Cc1nc(-c2ccccc2OCC)oc1C | 10
Cc1ccc(Oc2cccc(N3C(=O)c4ccc(Oc5cccc([N+](=O)[O-])c5)cc4C3=O)c2)cc1C | -4

An excerpt of these results, field by field.
COc1ccc2c(C)c(CCC(=O)NCCc3ccccc3)c(=O)oc2c1
  ROC1-CUL1 inh: -9

O=C(CC1(c2cccc(C(F)(F)F)c2)CC(=O)N(C2CC2)C1=O)N1CCCCC1c1cccnc1 (configuration not stated)
  ROC1-CUL1 inh: 7

C/C(=N\Nc1nc(-c2ccc(Br)cc2)cs1)c1ccccc1O
  ROC1-CUL1 inh: -13

COc1ccc(C(=O)C(C)n2c(Cl)nc3c2c(=O)n(C)c(=O)n3C)cc1 (configuration not stated)
  ROC1-CUL1 inh: 8

Remaining list, next part:
molecule | ROC1-CUL1 inh
COc1c(C)cccc1C(=O)Nc1ccccc1 | 3
Cn1c(=O)n(C)c2cc(CNc3ccc(C(=O)O)c(Cl)c3)ccc21 | 4
CCCc1cc(CN(C)C(=O)CC2(c3ccccc3Cl)CC(=O)N(CCN(C)C)C2=O)[nH]n1 (configuration not stated) | 10
CCN1CCC(NC(=O)COc2ccc(Cl)cc2)CC1 | 0
COc1ccc(Cc2nc(CN)cc(=O)[nH]2)cc1 | -2
CC1(C)CC(=O)C2=C(C1)OC(c1c3ccccc3cc3ccccc13)C(C#N)C2=N (configuration not stated) | -4
CN(C(=O)c1ccccn1)C(Cc1ccccc1)C1CCN(C(=O)c2cccc(-n3cccn3)c2)CC1 (configuration not stated) | 6
CCC(=O)Nc1ccc(CC)cc1-c1nc2ccccc2n(Cc2ccccc2)c1=O | 6
Cc1cccc(CC(=O)NCCc2csc(-c3ccc(C(F)(F)F)cc3)n2)c1 | -6
Cn1c(=O)oc2cc(S(=O)(=O)N3CCC(C(=O)NCc4ccccc4)CC3)ccc21 | -5
COc1cccc(-c2nc(CN(CC3CCC(=O)N3)C(C)C)c(C)o2)c1OC (configuration not stated) | 13
O=C(c1cnc(-c2ccccc2)[nH]1)N1CCC(n2cc(CO)nn2)CC1 | -6
COc1ccccc1C(=O)Oc1c(Sc2ccccc2)c(C)nn1-c1ccccc1 | -4
COc1ccc(Cl)cc1NC(=O)Cn1cnc2c1c(=O)n(C)c(=O)n2C | 8
CCCN1CCC(NC(=O)C2CCCCC2)CC1 | 5
CCc1cc(N2CCc3[nH]nc(C4CCC4)c3C2)nc(N2CCCC2)n1 | 8
CCOc1cc(CNCCSc2nnnn2-c2ccccc2)cc(Cl)c1OC | -7
O=C(Nc1cccc(-n2cccn2)c1)C1CCCN1C(=O)CCn1cccn1 (configuration not stated) | 0
COc1ccc(Cl)cc1NC(=O)CCSCCC(=O)Nc1cc(Cl)ccc1OC | -3
Cc1oc(-c2ccccc2Cl)nc1CS(=O)CC(=O)NCc1ccccc1Cl (configuration not stated) | 6

The final 7 entries of the part above are carried over, then new ones follow.
molecule | ROC1-CUL1 inh
COc1ccc(Cl)cc1NC(=O)Cn1cnc2c1c(=O)n(C)c(=O)n2C | 8
CCCN1CCC(NC(=O)C2CCCCC2)CC1 | 5
CCc1cc(N2CCc3[nH]nc(C4CCC4)c3C2)nc(N2CCCC2)n1 | 8
CCOc1cc(CNCCSc2nnnn2-c2ccccc2)cc(Cl)c1OC | -7
O=C(Nc1cccc(-n2cccn2)c1)C1CCCN1C(=O)CCn1cccn1 (configuration not stated) | 0
COc1ccc(Cl)cc1NC(=O)CCSCCC(=O)Nc1cc(Cl)ccc1OC | -3
Cc1oc(-c2ccccc2Cl)nc1CS(=O)CC(=O)NCc1ccccc1Cl (configuration not stated) | 6
COC(=O)c1sc2nc(-c3ccccc3)ccc2c1N | -7
CCCCc1ccc(S(=O)(=O)NC2CCCC2)cc1 | 5
CCOC(=O)c1cnn(-c2ccc(OC)cc2)c1C1CCN(C(=O)OC(C)(C)C)CC1 | -1
CCCc1nnc(SCc2cccc(C)c2)n1N | -2
CC(C)(C)c1cc(N=NC(=O)c2cc(C(C)(C)C)c(O)c(C(C)(C)C)c2)cc(C(C)(C)C)c1O | 1
CC(=O)NCC(=O)NC(C)c1cnc(N2CCCCCCC2)nc1C (configuration not stated) | -5
COc1ccc(-c2nnc(SCC(=O)c3ccc(F)cc3)n2-c2ccccc2)cc1 | 4
COc1ccccc1N(Cc1cccc(C)c1)S(C)(=O)=O | 2
CCOc1ccccc1CNC(=O)CCCN1C(=O)c2cccnc2Oc2ccc(Cl)cc21 | -2
COC(=O)c1nn(-c2ccc(C)cc2)cc1C#N | 2
CCNc1ccc(C(=O)NCCCc2c(C)noc2C)cn1 | 2
CC1(C)Cc2c(sc(NC(=O)c3ccccc3)c2C#N)CO1 | 10
COc1cc(C2CC(=O)c3cnc(N4CCN(CCO)CC4)nc3C2)cc(OC)c1OC (configuration not stated) | -2
C[C@]12CCC3c4ccc(CO)cc4CCC3C1CCC2=O (some centres not stated) | 13
Cc1ccc2c(=O)cc(C(=O)N=C3C(=O)N(c4ccccc4)N(C)C3C)oc2c1 (configuration not stated) | 8
Clc1ccc(Oc2ncnc3sc4c(c23)CCCCC4)c(Cl)c1 | 9
Nc1nc(SCc2ccccc2F)n[nH]1 | -6
O=C(NCC(c1cccnc1)N1CCc2ccccc21)c1ccc(F)c(F)c1 (configuration not stated) | -6
COc1cc([N+](=O)[O-])cc2c1OC1(C=C2)N(C)c2ccc([N+](=O)[O-])cc2C1(C)C (configuration not stated) | -12
Cc1cc(C)c(C(=O)Oc2ccc(Cl)cc2)c(C)c1 | -14

Continued.
molecule | ROC1-CUL1 inh
O=C(Nc1cc(Cl)ccc1Cl)C1CCC1 | 4
Cc1ccc(-c2cc3c(c(N)c2C#N)c(=O)oc2ccccc23)o1 | 4
Cc1ccc(N2C(=O)C(=O)C(C(=O)c3ccc(Cl)cc3)C2c2ccc(O)cc2)cc1Br (configuration not stated) | -6
O=C1/C(=C/c2ccccc2)NC(=NC2CCCCC2)N1c1ccccc1 | -3
CCOC(=O)c1scc(-c2ccc(C)cc2)c1S(=O)(=O)N1CCN(c2ccccc2)CC1 | -3
O=C(N=C1N=CCS1)c1ccc(S(=O)(=O)N2CCOCC2)cc1 | 4
CC(C)c1ccc(NC(=O)Cn2nnc(C(=O)NCc3cccs3)c2N)cc1 | 0
COc1ccccc1C(=O)Nc1nnc(S(=O)(=O)N2CCN(c3ccc(F)cc3)CC2)s1 | 0
CCN(CC)CCNC(=O)c1cc2c(-c3cccc(OC)c3)nn(C)c2s1 | 8
Cc1ccc(S(=O)(=O)N2CCN(CC(=O)N/N=C\c3cccc(O)c3)CC2)cc1 | -1
COC(=O)c1ccc(C2c3c(-c4ccc(Br)cc4)n[nH]c3C(=O)N2c2ccc(Cl)cc2)cc1 (configuration not stated) | -4
CCN(CC)C(=O)CSc1nc(C)cc(-c2cccnc2)c1C#N | 0
Cc1nc(C(C)NC2CCN(c3ccc(NC(=O)CCCCc4ccccc4)cc3)CC2)cs1 (configuration not stated) | 1
COc1ccc(CNC(=O)CCC2CCCN(C(=O)C3CCOCC3)C2)c(OC)c1 (configuration not stated) | 5
O=C1C(=Nc2ccccc2)C(Cl)C(=O)N1Cc1ccccc1 (configuration not stated) | 4
c1ccc(Sc2c(-c3ccccc3)nc3sccn23)cc1 | 1
N#CC1=CN=C2Sc3ccccc3N2C1(O)c1ccccc1 (configuration not stated) | -2
O=C(Nc1ccc2oc(-c3ccccc3Br)nc2c1)c1ccc(Br)cc1 | -5
CCCN1CCC(NC(=O)c2sc3ccccc3c2Cl)CC1 | -1
O=C(CC1Nc2ccccc2NC1=O)Nc1ccc(Cl)cc1 (configuration not stated) | -1

The listing continues:
molecule | ROC1-CUL1 inh
O=C(N1CCCC1)N1c2ccccc2Sc2ccccc21 | 5
Cc1cc(C)n(-c2cc(N3CCN(S(=O)(=O)c4ccc5ccccc5c4)CC3)ccc2[N+](=O)[O-])n1 | 2
CCOC(=O)c1ccc(NC(=O)CC2C(=O)N(c3ccc(OC)cc3)C(=S)N2NC(=O)c2ccccc2F)cc1 (configuration not stated) | -10
COc1ccc(C2OC(C)=C(c3ccccc3)C(=O)N2c2ccc(OC)cc2)cc1 (configuration not stated) | -1
COc1cccc(NC(=O)Cn2cc(S(=O)(=O)Cc3ccccc3F)c3ccccc32)c1 | 2
NCC1CCN(c2cnn(CCOC(=O)c3ccccc3)c(=O)c2)CC1 | 16
COc1cc(C(=O)NC2CCOCC2)ccc1OC1CCN(C2CCCC2)CC1 | 1
COc1cc(Cl)c(C)cc1NC(=O)c1cc(CN2CCOCC2)on1 | -3
COC(=O)CN1N=C(c2ccc(Cl)s2)CSC1=O | -2
O=C1CC(CSc2n[nH]c(-c3ccccc3)n2)=Nc2ccccc21 | -1
Nc1ccc(Sc2nnnn2-c2ccccc2)c(Cl)c1 | 3
CC(=O)N1CCC(C(=O)N(CCc2ccccc2)CC2CCCN(C)C2)CC1 (configuration not stated) | 9
CCc1cc2c(=O)[nH]c(-c3ccccc3)nc2s1 | 3
O=C(Cn1c(-c2cccs2)cc2ccccc21)NCc1ccccc1Br | -7
O=C(Nc1cccnc1)c1ccc(S(=O)(=O)NC2CC2)cc1 | 11
N#Cc1ccc(N2CCCCC2)cc1 | 4
CCc1c(C)sc(NC(=O)C2CC3CCC2C3)c1C#N (configuration not stated) | 3
Cc1cc2nc(SCc3ccccc3C#N)[nH]c2cc1C | 4
Cc1ccc(S(=O)(=O)n2nc(C)c(Cl)c2C)cc1C | -2
COc1ccccc1CNc1ccc(-c2nc(-c3ccccc3C)no2)cc1[N+](=O)[O-] | 7

The listing continues.
molecule | ROC1-CUL1 inh
O=C(/C=C/c1ccccc1)Nc1cc(-c2nc3cc(Cl)ccc3o2)ccc1Cl | -4
COc1cc(-c2ccc(NC(=O)Nc3ccccc3)c(OC)c2)ccc1NC(=O)Nc1ccccc1 | 0
CCCc1cc(NC(C)CC)n2c(nc3ccccc32)c1C#N (configuration not stated) | 12
CCOC(=O)C(C)(C)Oc1cccc2c1sc1ccccc12 | -3
O=C(Nc1ccc(S(=O)(=O)N2CCCC2)cc1)Nc1cccc(Cl)c1 | 0
CCCN1CC=C2C(C#N)C(=N)C(C#N)(C#N)C(c3cccnc3)C2C1 (configuration not stated) | -2
CC1(C)C2CCC13CS(=O)(=O)NC3C2 (configuration not stated) | 5
CSc1ncnc2c1sc1nc(-c3cccs3)cc(C(F)(F)F)c12 | -3
COc1cc(C2c3cc(Cl)c4ccccc4c3OC(=N)C2C#N)cc(OC)c1OC (configuration not stated) | -8
Cc1cc(C)n2nc(SCC(=O)N/N=C/c3cccc(Br)c3)nc2n1 | 3
COC(=O)c1c(NC(=O)COc2cc(C)ccc2C(C)C)sc2c1CCC(C)C2 (configuration not stated) | -7
Cc1ccc(C)c(S(=O)(=O)N2CCN(C(=O)CC(C)(C)C)CC2)c1 | 2
Brc1ccc(Cn2nnc(-c3ccccc3)n2)cc1 | 0
c1ccc(Oc2ncccc2CNCc2cccn2-c2cccnc2)cc1 | -2
O=C(O)CC(Nn1c(O)c(C2=c3ccccc3=NC2=O)sc1=S)C(=O)O (configuration not stated) | -2
CN(CCc1cn[nH]c1)Cc1ccccc1OCC(O)CN1CCCCC1 (configuration not stated) | 8
CCOC(=O)C1C(=O)CC(C)(O)C(C(=O)OCC)C1c1ccc(OCc2ccccc2)c(OC)c1 (configuration not stated) | -10
CCCCc1nn2c(=O)cc(COC(=O)c3ccccc3NC(=O)c3cccc(C)c3)nc2s1 | -5
Cc1nc(-c2ccc(Cl)cc2)sc1CCNC(=O)C(=O)Nc1ccc(F)cc1F | -6
Cn1nc(C(=O)NCc2ccccc2)cc1C(=O)O | 10
Cn1c(=O)c2c(SCC(=O)NCc3ccco3)nc(-c3ccccc3)nc2n(C)c1=O | 9
CC(C)CC(=O)NC(=S)Nc1ccc(C#N)cc1 | -2
